Compound activity deposited in PubChem BioAssay by several laboratories.
HTR5A inv ctr – inverse agonist of human HTR5A in OPRM1-OPRD1 counter-screen | HTR5A cell line, luminescence, inverse agonism | P47898 | inhibition, % at 9.3 µM | 0.083% of 340,000 active; in the data active = inhibition mostly above about 23%, no sharp cut-off; inactive = mostly below about 18%;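 note: 0% = cells with DMSO and 100% = no-cell wells with DMSO; some compounds called inactive have numbers as strong as hits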
SR-BI DiI inh – mouse SR-BI HDL lipid transfer inhibition | Q61009 | inhibition, % at 12.5 µM | 0.96% of 320,000 active | ldlA[mSR-BI] CHO cells, DiI-HDL uptake fluorescence, 3 h;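 active = mean replicate inhibition of at least 70% and a set share of replicates each scoring 70 or more; inconclusive = meets just one of the two criteria; inactive = fails both criteria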;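 note: 0% = median of neutral control wells and 100% = median of positive control wells; values of inactives mirror those of a sister screen read the other way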
Wnt bcat act – activates Wnt/beta-catenin signaling in a reporter cell assay; activator, plate reader; activation, % at 9.35 µM; 1.2% of 300,000 active; AID 743398; in the data active = activation above about 30%, passing the limit was not always enough; inconclusive = no clear call, values can overlap the other calls;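 note: 0% = neutral control wells and 100% = positive control wells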
CDK5 p35 inh – blocks human CDK5/p35 kinase activity. Q00535+Q15078. AID 488839. 0.01% of 330,000 active. Recombinant CDK5/p35, ADP-Glo luminescence, 60 min. inhibition, % at 10 µM;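 active = highest replicate inhibition of at least 50% and at least 75% of replicates reaching 50%; inconclusive = only one of the two criteria met; inactive = both criteria failed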;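 note: plate controls were DMSO neutral control for no effect and GW8510 at 10 µM for full effect; many of its hits are not listed in these tables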
dFosB activator – enhances mouse delta FosB homodimer DNA binding | P13346 | purified delta FosB, TAMRA-CDK5 oligo fluorescence polarization; percent of positive-control signal above neutral wells | activation, % at 25 µM | 0.99% of 340,000 active;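 active = mean activation above about 17%, with every replicate also reaching it, limit read from the data, passing the limit was not always enough; inconclusive = only one of the two conditions met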;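 note: fluorescence polarization rise as delta FosB binds a TAMRA Cdk5 AP-1 oligo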
MITF act – activators of MITF-driven TRPM1 promoter activity in SK-MEL-5 cells; SK-MEL-5 TRPM1-promoter luciferase, 24 h; % of positive control, neutral wells = 0; activation, % at 12.5 µM; 0.75% of 300,000 active; AID 588334;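 active = mean activation of at least 80% with every replicate also reaching 80%; inconclusive = mean reaches 80% but some replicate falls short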;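 note: 0% = neutral control wells and 100% = parthenolide positive control wells; values of inactives mirror those of a sister screen read the other way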
V-ATPase pH – yeast V-ATPase proton transport regulation by pHLuorin; AID 504577; 0.37% of 350,000 active; S. cerevisiae, pHLuorin cytosolic pH fluorescence; response, % at 10 µM; in the data active = response mostly above about 7.3%, no sharp cut-off; inactive = mostly below about 5.4%; note: actives read high; inactives centre near 0; some compounds called inactive have numbers as strong as hits; reference of the scale not given here
HTR5A ag – counter-screen for OPRM1-OPRD1 agonists: human HTR5A agonism | activation, % at 9.3 µM | 0.61% of 340,000 active | P47898 | HTR5A agonist assay, luminescence, cell-based; in the data active = activation mostly above about 9.5%, no sharp cut-off; inactive = mostly below about 7.6%;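 note: 0% = cells with vehicle only and 100% = reference agonist; strong numbers were not always called active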
NSD2 inh – inhibitors of human histone methyltransferase NSD2. O96028. NSD2 peptide methylation, AlphaScreen, 120 min. inhibition, % at 12.5 µM. 0.54% of 310,000 active. AID 743445; in the data active = inhibition above about 50%
Target sequence (O96028 whole entry, looked up): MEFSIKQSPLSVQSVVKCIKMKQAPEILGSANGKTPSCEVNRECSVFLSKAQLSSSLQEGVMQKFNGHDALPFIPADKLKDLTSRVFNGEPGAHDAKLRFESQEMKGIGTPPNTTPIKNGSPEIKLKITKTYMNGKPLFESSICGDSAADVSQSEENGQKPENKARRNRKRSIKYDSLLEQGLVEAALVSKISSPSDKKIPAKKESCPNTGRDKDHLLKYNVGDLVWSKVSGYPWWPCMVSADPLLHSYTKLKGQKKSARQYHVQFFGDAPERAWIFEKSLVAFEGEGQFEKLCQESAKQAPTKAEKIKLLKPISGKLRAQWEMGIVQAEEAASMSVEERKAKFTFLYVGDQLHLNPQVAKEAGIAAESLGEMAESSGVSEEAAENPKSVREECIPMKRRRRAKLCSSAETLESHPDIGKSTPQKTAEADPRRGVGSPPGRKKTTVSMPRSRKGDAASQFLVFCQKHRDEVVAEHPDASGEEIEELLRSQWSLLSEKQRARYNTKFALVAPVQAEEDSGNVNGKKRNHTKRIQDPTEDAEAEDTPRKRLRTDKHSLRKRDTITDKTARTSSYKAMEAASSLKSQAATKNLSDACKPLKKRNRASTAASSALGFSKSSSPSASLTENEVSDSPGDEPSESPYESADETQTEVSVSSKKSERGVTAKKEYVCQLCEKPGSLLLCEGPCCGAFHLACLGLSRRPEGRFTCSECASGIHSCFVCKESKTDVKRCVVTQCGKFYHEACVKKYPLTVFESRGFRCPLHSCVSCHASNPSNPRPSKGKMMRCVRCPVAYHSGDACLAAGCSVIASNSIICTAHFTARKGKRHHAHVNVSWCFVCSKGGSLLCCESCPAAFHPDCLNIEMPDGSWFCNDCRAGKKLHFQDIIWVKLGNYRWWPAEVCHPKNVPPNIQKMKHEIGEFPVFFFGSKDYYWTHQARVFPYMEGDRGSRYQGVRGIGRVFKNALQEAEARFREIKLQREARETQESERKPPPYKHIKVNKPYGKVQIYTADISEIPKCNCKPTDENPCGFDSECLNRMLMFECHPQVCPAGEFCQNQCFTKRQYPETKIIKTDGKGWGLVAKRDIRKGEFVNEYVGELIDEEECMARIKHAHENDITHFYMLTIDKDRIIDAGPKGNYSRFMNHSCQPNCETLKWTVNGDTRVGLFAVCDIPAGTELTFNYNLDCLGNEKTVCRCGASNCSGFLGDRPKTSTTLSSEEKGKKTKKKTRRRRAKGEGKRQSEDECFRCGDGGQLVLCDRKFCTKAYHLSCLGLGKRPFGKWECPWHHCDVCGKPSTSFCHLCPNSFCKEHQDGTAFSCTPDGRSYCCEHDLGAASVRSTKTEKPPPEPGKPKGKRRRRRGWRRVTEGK
PvdQ acylase – P. aeruginosa PvdQ acylase inhibition; 0.063% of 340,000 active; AID 488965; purified PvdQ acylase, fluorescence plate reader; inhibition, % at 10 µM; in the data active = inhibition above about 30%, passing the limit was not always enough; inconclusive = no clear call, values can overlap the other calls;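 note: 0% = vehicle neutral wells and 100% = reference inhibitor wells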
The depositor's hits bear a star; ? = inconclusive; . = not tested or not shown.

mol | HTR5A inv ctr | SR-BI DiI inh | Wnt bcat act | CDK5 p35 inh | dFosB activator | MITF act | V-ATPase pH | HTR5A ag | NSD2 inh | PvdQ acylase
COc1ccc(NC(=O)Nc2ccc(OCc3ccccc3)cc2)cn1 | 6 | 5 | 0 | -4.8 | -13 | 0 | 7 | -1 | 0 | -5
O=S(=O)(c1ccc(F)cc1)N1CCc2ccccc2C1 | -11 | 12 | 0 | -0.6 | 4 | . | -2 | 3 | 17 | -7
CN(CC(=O)Nc1cccc(F)c1)C(=O)CSc1ccccc1F | -2 | -4 | -1 | 1.0 | -10 | 6 | 0 | -5 | -4 | 11
COc1cc(-c2cc(C(=O)Nc3nc4ccccc4s3)c3ccccc3n2)cc(OC)c1OC | -27 | 43 | -1 | -0.3 | ? | -8 | -1 | 3 | -2 | -8
CCCn1c(/C=C/c2ccco2)nc2ccccc21 | 3 | 18 | -1 | -3.3 | -14 | 22 | 0 | 2 | -1 | -14
O=C(COc1ccc(F)cc1)NNC(=O)c1cc2ccccc2oc1=O | -5 | -26 | -1 | 2.9 | 2 | 4 | -1 | 1 | -5 | 8
C=CCOc1c(Br)cc(CNc2nccs2)cc1OC | -1 | 5 | 0 | -1.5 | -3 | . | -2 | -4 | 1 | 10
CNC(=O)CSc1nnnn1-c1ccc(C)cc1C | -1 | -3 | . | 0.7 | 1 | -7 | -6 | -5 | 4 | 4
CC12CCC(C(=O)NCc3ccc4c(c3)OCO4)(OC1=O)C2(C)C (stereo not drawn) | -20 | 0 | 0 | 0.9 | 1 | . | -2 | -2 | 1 | -2
NC(=O)CC(NC(=O)OCc1ccccc1)C(=O)O (stereo not drawn) | -10 | -16 | . | 1.1 | 2 | -5 | 2 | 4 | 0 | -12
CCCSc1nnc(N2C(=O)C(O)=C(C(=O)c3ccco3)C2c2ccccc2F)s1 (stereo not drawn) | 1 | -19 | 1 | 0.4 | -5 | -9 | 4 | 0 | 3 | -10
C=CCN1CCN(C(c2ccccc2)c2nnnn2CCC(C)C)CC1 (stereo not drawn) | 18 | -11 | . | -1.0 | -1 | -4 | 2 | -5 | 1 | 1
COCCCn1c(=S)[nH]c2ccc(N3CCOCC3)cc2c1=O | 0 | -43 | -1 | -0.6 | 0 | -2 | 3 | -1 | 0 | -13
COc1ccc(C(=O)N/N=C/c2c[nH]c3ccccc23)cc1 | 9 | -9 | 5 | -1.0 | -5 | 15 | 0 | -1 | 0 | -11
COc1ccccc1OCC(=O)OCC(=O)Nc1sccc1C(N)=O | 9 | -31 | -2 | -0.1 | 1 | 11 | 2 | 3 | -1 | -9
NS(=O)(=O)c1ccc(NC(=O)COC(=O)C23CC4CC(CC(C4)C2)C3)cc1 | -4 | -13 | -10 | -2.3 | -9 | -3 | -1 | 1 | 3 | -6
O=C1Nc2ccccc2Nc2ncccc21 | -22 | -8 | . | 0.2 | -6 | -5 | 0 | -7 | -1 | -8
Cn1cc([N+](=O)[O-])c(C(=O)Nc2nc(-c3ccc(Cl)cc3)cs2)n1 | -5 | 46 | 0 | -0.4 | 6 | -83 | -6 | 9 | . | 0
COc1ccccc1CCNC(=O)CCn1c(=O)oc2ccccc21 | 1 | -12 | 1 | 1.4 | 0 | -1 | -1 | -5 | . | -10
O=C(CNC(=O)c1cccc(Cl)c1)NCC(c1cccs1)N1CCOCC1 (stereo not drawn) | 19 | -11 | -1 | -0.5 | -12 | 2 | -2 | -8 | -1 | 13
O=c1c2ccccc2nc(CSc2nnnn2-c2ccccc2)n1-c1ccccc1 | 19 | -26 | . | -0.7 | 1 | 1 | -4 | 1 | 2 | -7
CCOc1ccc(N2CC(C(=O)Nc3nnc(C4CCCCC4)s3)CC2=O)cc1 (stereo not drawn) | -11 | 40 | -1 | -1.1 | -3 | -1 | 4 | 2 | -6 | -9
O=C1CN(C(=O)/C=C/c2cc(Br)ccc2F)CCN1 | 0 | 18 | -3 | -5.6 | -3 | -3 | -3 | -1 | -1 | -17
CN(Cc1cnccn1)Cc1c(C(=O)N2CCc3ccccc3C2)nc2ccc(Cl)cn12 | 7 | -21 | -3 | 0.8 | 6 | -5 | 2 | 4 | -10 | -10
CCOc1ccccc1NC(=O)C1CCCN(S(=O)(=O)c2ccccc2)C1 (stereo not drawn) | -24 | 41 | 0 | -0.9 | -11 | -1 | 2 | 9 | 3 | 2
COc1ccc(C(=O)N2CCC(O)(c3ccc(F)cc3)CC2)cc1OC | -36 | 12 | -5 | -0.5 | -3 | -1 | 2 | -3 | -1 | 2
O=C1CCCC2=C1C(c1ccc(Cl)cc1)C1C(=O)c3ccccc3C1=N2 (stereo not drawn) | 4 | 9 | -7 | -0.2 | 3 | -7 | 0 | -2 | 3 | -13
COc1ccc(CNC(=O)c2ccc(CS(=O)(=O)Cc3ccccc3F)o2)cc1 | 1 | . | 2 | -1.2 | -11 | 1 | -2 | 0 | 0 | -5
CCC(=O)c1ccc(OCC(=O)OCC(=O)NC2CCCCCC2)cc1 | 4 | 1 | 0 | -1.9 | 1 | 13 | -2 | -2 | -1 | 12
CC(C(=O)NC1CCCCC1)N1CCN(C)CC1 (stereo not drawn) | -38 | . | -2 | -0.8 | -10 | 11 | 4 | 10 | 2 | -10
O=C(N/C(=C\c1ccccc1)C(=O)N1CCOCC1)c1ccco1 | 6 | -10 | 1 | -0.1 | -2 | 9 | 1 | -3 | 0 | -1
S=C(NC1CCCCC1)NN1CCCCCC1 | 2 | 1 | -2 | -0.1 | -5 | -5 | 1 | -1 | 0 | -7
CCOC(=O)c1sc2nc(CC(=O)OC)nc(N(C)CCc3ccccn3)c2c1C | . | 13 | 0 | -0.3 | -7 | -7 | 1 | . | -5 | -4
COCCN(C(=O)C1CC1)c1nnc(-c2ccc(C)cc2)s1 | -8 | 38 | 26 | -1.4 | -2 | 30 | 4 | -3 | 20 | -9
C=CCC(NCc1ccccc1)c1ccc(C)o1 (stereo not drawn) | -16 | 9 | -4 | -2.7 | 0 | -3 | 0 | -3 | -2 | -13
Cn1c(SCCCC(=O)c2ccc(F)cc2)nnc1-c1ccncc1 | -38 | 12 | -2 | 1.7 | 5 | -14 | 2 | 14 | 0 | -6
Cn1cnc(S(=O)(=O)NCc2ccc(Br)cc2)c1 | 4 | -14 | -2 | -0.6 | -1 | -1 | 4 | -3 | 7 | -3
COc1ccc(S(=O)(=O)Nc2cc(C)ccc2OC)cc1C | -6 | 49 | . | 0.5 | -11 | -8 | -4 | 2 | 0 | -6
O=C(CCn1c(=O)oc2ccccc21)NCCC1=CCCCC1 | 0 | . | -1 | 0.8 | -5 | 6 | 2 | 0 | -3 | -6
COC(=O)c1ccc(N=c2sc(C(=O)OC)cc(=O)n2C)cc1 | -10 | -10 | 3 | -4.6 | -1 | -12 | 0 | 6 | . | -4
O=C1CC(N(CCc2ccccc2)C(=S)Nc2ccccc2)C(=O)N1c1ccc(Br)cc1 (stereo not drawn) | -2 | 8 | 0 | -1.7 | -5 | 10 | -2 | 1 | -3 | -11
CCC(=O)Nc1c(S(=O)(=O)c2ccccc2)c2nc3ccccc3nc2n1Cc1ccccc1 | -2 | -4 | -1 | 1.0 | 1 | 0 | 3 | -1 | -5 | 0
CCc1ccc(S(=O)(=O)/N=C2\C=C(Nc3ccc(C(=O)O)cc3)C(=O)c3ccccc32)cc1 | -1 | 5 | -3 | 3.5 | -8 | -15 | -3 | 1 | . | 7
CCOc1ccc(-c2nc3n(c(=O)c2C#N)CCS3)cc1 | 7 | 4 | 6 | 0.9 | 0 | 12 | 3 | -2 | 1 | -5
O=C(O)c1cc(N2C(=O)C3C4C=CC(C4)C3C2=O)ccc1N1CCOCC1 (stereo not drawn) | 10 | -12 | -1 | -0.2 | -2 | 3 | 4 | 1 | -3 | -10
COc1ccc(C(=O)Nc2c3c(nn2-c2ccc([N+](=O)[O-])cc2)CS(=O)(=O)C3)cc1 | 26 | 37 | -1 | -0.5 | 1 | -9 | 7 | -1 | -5 | -13
CSc1cccc(CN2CCC(CO)(Cc3cccc(C(F)(F)F)c3)CC2)c1 | 20 | -147 | 7 | -0.2 | 5 | 1 | -3 | -2 | 0 | -6
Cc1ccc(C(=O)N2CCN(S(=O)(=O)c3sc(C(=O)O)c(C)c3C(=O)O)CC2)s1 | -9 | -17 | 0 | -4.5 | -4 | 8 | -5 | -1 | -2 | -13
Cc1nn(CC(=O)Nc2ccc(C(=O)N3CCCC3)cc2)c(=O)c2ccccc12 | 5 | 19 | 0 | -2.5 | -5 | -6 | 2 | 1 | . | 8
CCn1c(SCC(=O)Nc2ccccc2Cl)nnc1C1CC1 | -14 | . | 3 | 0.4 | -6 | -9 | -4 | 0 | 1 | 5
Cc1ccc(NC(=O)c2ccccc2SCC(=O)N2CCCC2)cc1S(=O)(=O)N(C)C | 0 | -10 | 0 | 0.9 | -1 | 6 | -2 | 2 | -1 | -11
COc1ccc(-c2cc(C(=O)Nc3cccnc3Cl)no2)cc1 | -24 | . | 3 | -1.6 | 13 | 36 | 7 | 9 | 27 | -9
O=C(CNC(=O)c1cccc(F)c1)OCC(=O)N1CCCc2ccccc21 | -19 | -9 | -3 | 1.1 | 7 | -10 | -1 | 4 | -2 | 9
CCn1c(COc2ccccc2C)nnc1SCC(=O)CC(=O)Nc1ccccc1 | -14 | 33 | . | -1.0 | -9 | . | 6 | -2 | 6 | -7
Cc1cc(C)c(C(=O)CSc2nc(C)cc(C)c2C(N)=O)c(C)c1 | -26 | 17 | 3 | 0.3 | 6 | 15 | -2 | 0 | -1 | -4
CC1CCCCC12NC(=O)N(CC(=O)c1ccc[nH]1)C2=O (stereo not drawn) | -8 | 16 | . | -0.3 | -6 | -5 | -6 | 0 | -3 | 2
CCC(CC)=C(C#N)C(=O)NC1CCCCC1 | -12 | -1 | -3 | -2.5 | 2 | 7 | -2 | 4 | 0 | -13
Cc1ccc(S(=O)(=O)N/N=C\c2cc3c(cc2Br)OCO3)cc1 | -6 | -23 | . | -0.1 | 5 | 5 | -77 | 2 | -4 | 0
O=C(O)c1ccc(-n2nncc2-c2ccccc2)cc1 | -2 | -16 | 0 | -1.7 | -4 | 4 | -2 | -7 | 2 | 2
CCOC(=O)C1=C(C)Nc2ncnn2C1c1cc(OC)ccc1OC (stereo not drawn) | -20 | -17 | . | 0.0 | 0 | 1 | 5 | -3 | -1 | -11
CC(NC(=O)c1ccco1)C(=O)OCC(=O)N1CCCCCC1 (stereo not drawn) | -6 | 11 | -3 | -0.8 | 4 | 9 | 0 | 0 | -2 | -5
Cc1ccc(S(=O)(=O)N2CCOCC2)cc1NC(=O)c1ccc(F)cc1F | -14 | -2 | 28 | 2.0 | -2 | -6 | 2 | 7 | -2 | -10
CCc1cc(=O)oc2cc(C)cc(OC(C)C(=O)NC(Cc3c[nH]c4ccc(O)cc34)C(=O)O)c12 (stereo not drawn) | -3 | -16 | -1 | -1.7 | 0 | -3 | 1 | 7 | . | -3
